PKA-R2B activ – activators of human PKA-R2B complex. P22694+P31323. PKA-R2B holoenzyme dissociation, Cy5-IP20 fluorescence polarization; R2B truncated from residue 108, S112A mutant; 0% DMSO only, 100% 113 µM cGMP. activation, % at 11.4 µM. hit rate 0.079% among 340,000. AID 504700;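 active = activation above a cutoff set at the mean over all compounds plus 3 SD, cut at about 18% in these data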;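 note: higher means more holoenzyme dissociation and a rise in polarization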
CAL PDZ FP-1 – blocks peptide binding to the human CAL PDZ domain. Q9HD26. purified CAL PDZ, TMR-peptide fluorescence polarization, 1 h. inhibition, % at 24.9 µM. hit rate 0.92% among 300,000. AID 602252;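 active = mean inhibition of at least 30% with at least half of replicates also reaching 30%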;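 note: 0% = DMSO neutral control and 100% = excess unlabeled competitor peptide PRC23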
CAL PDZ FP-2 – inhibitors of human CAL PDZ peptide binding; Q9HD26; inhibition, % at 20 µM; purified CAL PDZ, TMR-peptide fluorescence polarization, 1 h; hit rate 0.02% among 330,000; AID 504414;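 active = highest replicate inhibition of at least 40%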;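 note: plate controls were DMSO neutral control wells for no effect and unlabeled competitor peptide control wells for full effect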
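System: purified tagged CAL PDZ domain construct (CerCALP). Schedule: 1 h incubation at room temperature before polarization reading. Medium: 25 mM sodium phosphate pH 7.4, 150 mM NaCl, TCEP, IgG, Thesit. Read-out: percent inhibition from loss of millipolarization. Measured by: FP readout, S and P plane fluorescence. Probe or stimulus: fluorescent TMR peptide probe.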
Rtt109 Vps75 – inhibitors of Candida albicans Rtt109/Vps75 histone acetyltransferase | AID 540336 | hit rate 0.16% among 330,000 | inhibition, % at 34.9 µM | purified Rtt109/Vps75, ThioGlo CoA-SH fluorescence, 4 h | Q5AAJ8;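 active = inhibition of at least 50% in every replicate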
Target sequence (Q5AAJ8 whole entry, looked up): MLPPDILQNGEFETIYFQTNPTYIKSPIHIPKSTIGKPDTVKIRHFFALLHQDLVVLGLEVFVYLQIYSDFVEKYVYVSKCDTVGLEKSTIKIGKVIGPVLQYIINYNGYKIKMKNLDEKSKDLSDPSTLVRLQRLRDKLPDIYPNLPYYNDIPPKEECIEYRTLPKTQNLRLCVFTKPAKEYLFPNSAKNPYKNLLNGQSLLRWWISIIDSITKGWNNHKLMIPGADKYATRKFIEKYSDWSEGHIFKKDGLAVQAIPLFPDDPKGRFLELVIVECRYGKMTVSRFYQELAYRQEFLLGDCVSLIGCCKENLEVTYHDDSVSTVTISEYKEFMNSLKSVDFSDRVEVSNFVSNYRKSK
DAGLB inhibitor – blocks human DAGLB lipase activity; HEK293T DAGLB membrane lysate, EnzChek fluorogenic substrate; inhibition, % at 5.17 µM; hit rate 0.059% among 340,000; AID 504411; in the data active = inhibition above about 34%;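 note: 0% = enzyme with vehicle and 100% = wells lacking enzyme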
Target sequence (Q8NCG7 whole entry, looked up): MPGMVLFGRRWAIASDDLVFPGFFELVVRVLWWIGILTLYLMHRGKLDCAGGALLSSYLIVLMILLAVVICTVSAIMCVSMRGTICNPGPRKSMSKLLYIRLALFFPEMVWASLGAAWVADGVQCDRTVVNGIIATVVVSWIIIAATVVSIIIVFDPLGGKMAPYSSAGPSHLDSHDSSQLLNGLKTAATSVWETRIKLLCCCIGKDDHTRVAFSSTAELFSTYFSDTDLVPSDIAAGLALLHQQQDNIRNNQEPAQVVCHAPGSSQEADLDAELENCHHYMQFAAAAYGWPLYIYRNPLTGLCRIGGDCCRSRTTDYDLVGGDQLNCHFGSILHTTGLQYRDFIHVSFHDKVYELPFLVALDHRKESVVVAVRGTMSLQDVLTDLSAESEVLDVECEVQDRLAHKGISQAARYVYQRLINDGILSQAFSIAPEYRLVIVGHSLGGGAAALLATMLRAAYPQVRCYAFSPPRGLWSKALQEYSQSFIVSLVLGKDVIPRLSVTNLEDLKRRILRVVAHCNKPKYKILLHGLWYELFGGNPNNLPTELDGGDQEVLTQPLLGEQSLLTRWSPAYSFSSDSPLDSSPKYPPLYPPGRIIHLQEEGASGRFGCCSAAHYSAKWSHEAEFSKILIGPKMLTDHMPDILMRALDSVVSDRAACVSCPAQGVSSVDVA
RTF Ca sens inh – cardiac RTF calcium desensitization. AID 493244. IANBD-labeled cardiac RTF, Ca2+ fluorescence. P19429+P45379. hit rate 0.12% among 340,000. inhibition, % at 7.15 µM;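 active = inhibition above the mean inhibition of all tested compounds plus 3 SD, cut at about 17% in these data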;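 note: assay run at fixed EC70 calcium of 1.6 mM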
C-LANA FP – KSHV C-LANA DNA binding inhibition | MBP-C-LANA/FAM-LBS DNA binding, fluorescence polarization | inhibition, % at 9 µM | hit rate 0.078% among 340,000;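 active = highest replicate inhibition at or above 60% at 9 µM, even if other replicates fall short; inactive = all replicates below 60% inhibition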;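 note: 0% = neutral control wells and 100% = 4 µM acridine orange control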
cardiac RTF act – cardiac RTF calcium sensitization; hit rate 0.24% among 340,000; IANBD-labeled TnC RTF fluorescence at EC20 calcium; 0% EC20 calcium, 100% full calcium; activation, % at 7.2 µM;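 active = activation above the mean over all tested compounds plus 3 SD, cut at about 30% in these data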;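 note: rise in fluorescence read as greater calcium sensitivity of cardiac thin filaments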
Keap1 Nrf2 FP – inhibitors of human Keap1-Nrf2 protein-protein interaction | hit rate 0.15% among 340,000 | Keap1 Kelch-Nrf2 peptide fluorescence polarization, 1536-well | inhibition, % at 9.4 µM; in the data active = inhibition above about 12%;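 note: human Keap1 Kelch domain with fluorescein labeled Nrf2 9mer peptide probe; 0% = neutral control wells and 100% = peptide positive control; higher means more block of Keap1 binding to Nrf2 peptide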
SR-BI uptake up – SR-BI HDL lipid transfer activation; CHO ldlA[mSR-BI] cells, DiI-HDL uptake fluorescence, 3 h; 100 = double the neutral-control signal; activation, % at 12.5 µM; hit rate 0.096% among 320,000; AID 504775;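 active = mean replicate activation of at least 60% and every replicate at or above 60%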;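 note: 0% = median plate neutral-control signal and 100% = twice that signal; values of inactives mirror those of a sister screen read the other way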
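Assay system: CHO ldlA[mSR-BI] cells, LDL receptor-null, SR-BI overexpressing; medium: Ham's F12 with 0.5% BSA, HEPES 25 mM, pH 7.4; also added: DiI-HDL 10 µg/mL; timing: 3 h uptake period with compound, 37 °C; signal: DiI fluorescence, bottom read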
* = called active by the depositor; / = no result given.

SMILES | PKA-R2B activ | CAL PDZ FP-1 | CAL PDZ FP-2 | Rtt109 Vps75 | DAGLB inhibitor | RTF Ca sens inh | C-LANA FP | cardiac RTF act | Keap1 Nrf2 FP | SR-BI uptake up
c1ccc(-n2nnc3ccccc32)cc1 | 4.4 | -3.4 | 0.0 | 0.8 | -2.4 | 9.4 | -2.2 | -2.7 | 2.0 | -4.7
CN(Cc1ccccc1)Cc1c[nH]c2ccccc12 | -4.0 | 1.3 | -1.9 | 6.7 | 4.4 | -4.7 | -0.4 | -0.5 | -6.1 | 2.6
CCN1C[C@@H]2[C@@H]3C(=O)N(Cc4ccccc4)C(=O)[C@@H]3[C@](Cc3ccccc3)(C1=O)N2C(=O)c1ccc(C(C)(C)C)cc1 | 7.3 | -3.2 | -1.4 | 8.4 | 2.9 | -6.4 | 3.2 | 6.6 | -3.5 | 18.1
CCC(=O)Oc1ccc2oc(=O)cc(C)c2c1 | -12.1 | -1.0 | -0.3 | -23.7 | -1.9 | -40.0 | -1.2 | 5.6 | 0.5 | 11.7
Cc1ccc(S(=O)(=O)NCC(=O)OCC(=O)NC(=O)NC2CCCC2)cc1 | 6.9 | 72.5* | 0.8 | / | -2.5 | 8.2 | -0.7 | -2.0 | -0.7 | -4.3
Nc1ncc(Br)cc1S(=O)(=O)NC1CCCCC1 | -7.5 | -8.6 | -4.9 | -6.7 | -5.4 | -6.0 | -0.4 | 1.2 | -8.8 | /
Cc1ccc(C(=O)c2ccccc2C(=O)OCC(=O)N2CCCC2)cc1 | 2.7 | -3.9 | 0.3 | 4.8 | -2.2 | 1.4 | 1.5 | -6.4 | -1.2 | 4.1
CCOc1ccc(CCNC(=O)COC(=O)c2cc(=O)[nH]c3ccccc23)cc1OCC | -13.1 | 1.0 | -1.9 | 3.1 | -1.1 | 4.9 | -0.4 | -5.4 | 1.5 | -20.8
CC1CCCCC1NC(=O)CCn1c(=O)sc2ccccc21 (centres undefined) | 1.4 | -3.1 | -1.2 | -3.0 | -2.6 | -6.2 | 0.4 | -2.1 | -1.4 | -3.0
CN(Cc1ccccc1)C(=O)COC(=O)C1CCN(S(=O)(=O)c2cccs2)CC1 | / | 3.6 | -0.8 | 11.4 | / | / | -0.6 | / | -1.3 | 0.8
O=C1c2ccccc2C(=O)N1CCOc1cccc(Br)c1 | -2.0 | -1.7 | -4.5 | -1.4 | -10.0 | -5.7 | -2.3 | 0.7 | 6.1 | 23.1
Cc1cc(-c2ccccc2)[nH]c(=O)c1S(=O)(=O)c1ccc(Cl)cc1 | -8.1 | -5.1 | / | 8.4 | -1.1 | -3.0 | 1.3 | 9.3 | -0.5 | -7.7
COc1ccc(CNC(=O)C2CCCN2C(=O)NCc2ccccc2)cc1 (centres undefined) | 1.1 | 11.0 | -0.4 | 2.0 | -5.9 | -11.3 | -3.2 | -5.1 | -0.1 | -3.0
COc1ccc(NC(=O)NC2(C(=O)N3CCCC(C)C3)CCCCC2)cc1 (centres undefined) | -11.9 | -1.2 | -1.5 | 1.4 | -2.0 | -5.7 | -0.6 | -5.5 | 4.3 | 12.7
CC(=O)/C(C(=N)N1CCN(C(c2ccccc2)c2ccccc2)CC1)=C(\C)O | -4.9 | 0.1 | 0.1 | 14.8 | -1.2 | -13.1 | 1.8 | 5.0 | -0.6 | 25.0
COc1ccccc1NC(=O)CC(NC1CCCCC1)C(=O)O (centres undefined) | -6.0 | -1.1 | 0.2 | -1.1 | -0.1 | -4.2 | 1.5 | 4.0 | 1.9 | 13.5
Cc1ccc2[nH]c(=O)c(CN(Cc3cccs3)C(=S)NCC3CCCO3)cc2c1 (centres undefined) | 1.5 | -2.3 | -0.1 | 5.9 | 5.1 | 10.0 | 0.2 | 3.4 | -0.4 | -3.6
CCO[C@H]1OC(C(=O)NCc2ccccc2)=C[C@@H](C)[C@@H]1CCCO | -12.0 | -0.1 | -2.9 | -9.1 | 0.3 | -2.5 | -1.6 | -0.5 | -4.7 | 4.0
OCCC1CN(Cc2nc3ccccc3s2)CCN1C1CCCC1 (centres undefined) | -6.7 | -2.6 | -1.8 | -0.1 | 0.6 | -1.1 | 2.5 | 0.1 | -1.6 | /
CCOC(=O)c1[nH]ncc1[C@@H]1C[C@H]2CN(Cc3cccc(Cl)c3)C(=O)[C@]23CCCN13 | 2.9 | 45.6* | -0.5 | 3.7 | 0.8 | -11.8 | -0.6 | 1.1 | -2.6 | -19.1
CCSc1ccc2cc(OC)ccc2[n+]1CC | 2.1 | -5.5 | / | -2.9 | -0.7 | -5.9 | -3.2 | -0.8 | -4.5 | -1.3
CCOC(=O)c1ccc(-n2ccnc2)c(NC(=O)c2ccc(C(C)(C)C)cc2)c1 | 1.3 | -3.5 | 0.5 | -7.6 | 0.3 | -3.9 | 0.5 | 5.5 | -3.3 | 30.0
CCCn1c(C)cc(C(=O)CSc2nc3ccccc3c(=O)n2Cc2ccco2)c1C | -2.4 | / | -1.5 | -11.9 | -1.3 | -12.2 | -1.2 | -7.9 | -5.2 | -8.0
O=c1[nH]c(=O)c2cc3ccccc3nc2[nH]1 | -4.0 | -0.4 | -0.1 | -2.9 | -1.3 | -3.4 | 0.2 | 2.6 | -5.1 | 9.3
COc1cccc2c1nc(C)c1cc(C)oc12 | -12.5 | -4.1 | -0.4 | 1.7 | -0.3 | 4.0 | -1.1 | 2.3 | -3.7 | 1.4
O=Cc1cccn1-c1ccc2ccccc2c1 | -1.6 | 1.6 | -4.4 | 2.3 | -2.2 | -8.9 | 0.6 | 3.8 | -2.7 | 34.7
COc1ccc(CN2C(=O)CCCc3ccccc32)cc1 | -9.3 | -4.6 | -1.9 | 1.7 | 0.3 | -3.1 | 1.7 | 4.8 | -0.9 | 3.0
CCOC(=O)C(Cc1ccccc1)NS(=O)(=O)c1ccc(NC(C)=O)cc1 (centres undefined) | 9.3 | 10.1 | -0.4 | -3.5 | 0.7 | -2.2 | 0.8 | -2.8 | 0.0 | 11.8
O=C(Cn1cnc2c(cnn2-c2ccc(F)cc2)c1=O)N1CCCc2ccccc21 | 3.6 | -5.5 | -2.3 | 7.0 | -3.5 | 4.2 | -0.1 | -7.8 | 3.9 | -40.3
CCOc1ccc(CN2CCN(C(=O)c3cccc4ccccc34)CC2)cc1 | 5.0 | -5.2 | 1.1 | 3.5 | -7.2 | 1.6 | 1.2 | -5.0 | 3.6 | 4.7
COc1ccc(/C=N/n2nnnc2N)c(OC)c1 | -6.0 | -5.1 | -0.2 | -1.6 | -2.8 | 3.4 | 0.6 | -2.3 | -6.5 | 22.8
CCOC(=O)c1ccc(S(=O)(=O)NNc2ccc(C(F)(F)F)cn2)cc1 | -7.1 | -1.4 | -0.5 | 15.5 | -9.0 | 1.7 | 1.2 | 1.1 | 3.9 | 9.4
COc1ccc(-c2coc3cc(OC)ccc3c2=O)cc1 | -6.0 | -2.3 | 0.2 | 3.0 | -6.1 | 5.0 | -3.1 | -1.3 | -2.5 | -8.3
Cc1cccc(OCCC(=O)Nc2ccccc2C(N)=O)c1 | 11.3 | -3.4 | -1.2 | -8.7 | -5.6 | 3.3 | 0.4 | -3.9 | 2.0 | -3.9
Cc1onc(-c2ccccc2Cl)c1C(=O)OCC(=O)c1ccccc1 | 1.5 | -0.1 | -2.2 | -0.7 | -4.0 | -5.1 | 0.4 | 0.8 | 5.5 | 7.4
CC(OC(=O)CSc1ccc([N+](=O)[O-])cc1)C(=O)NCc1ccccc1 (centres undefined) | -1.2 | -5.2 | -0.7 | 2.3 | 2.4 | -4.0 | 0.1 | -1.4 | -1.6 | 11.6
Cn1ccc(C(=O)Nc2cccnc2Cl)n1 | 3.6 | -4.7 | -2.8 | -3.5 | -0.1 | -0.5 | -0.1 | -2.3 | -3.3 | 5.7
Cc1cccnc1NC(=O)C1c2ccccc2Oc2ccccc21 | 2.0 | -2.2 | -0.7 | -2.5 | -1.4 | -5.5 | -2.4 | -6.3 | 0.1 | 35.5
Cn1c(CNC(=O)CNC(=O)Cc2ccccc2)cc(=O)n(C)c1=O | 0.1 | / | 0.1 | -12.3 | -1.9 | -9.6 | -0.4 | 1.6 | -2.6 | -2.7
CN(C)S(=O)(=O)c1ccc(C(=O)NCC(=O)N/N=C/c2cccs2)cc1 | 7.9 | -1.0 | -1.8 | -2.2 | -1.1 | -25.7 | 0.0 | -7.6 | 3.1 | 4.1
C=CCn1c(Cc2cccs2)nnc1SCC(=O)Nc1ccc(OC)c(OC)c1 | 0.1 | -4.1 | / | 17.9 | -1.5 | -6.6 | -0.4 | 1.4 | 5.8 | -19.5
Nc1c(C(=O)N/N=C/c2ccc(Cl)cc2)cnn1-c1ccccc1 | -3.3 | -3.2 | 0.4 | -9.7 | -0.3 | 6.6 | 0.0 | 3.7 | 1.2 | -9.0
NS(=O)(=O)c1ccc(N2N=C(c3ccccc3)CC2c2ccc(F)cc2)cc1 (centres undefined) | -5.5 | -2.2 | 13.2 | -16.7 | 2.4 | -1.5 | -1.0 | 2.8 | -4.9 | -32.8
N#Cc1ccccc1S(=O)(=O)N1CCN(S(=O)(=O)c2ccc(Br)c(C(=O)O)c2)CC1 | -8.0 | -2.6 | -1.8 | 3.8 | -1.6 | -2.9 | -1.8 | 0.9 | -4.7 | 2.7
CCOC(=O)C1CCN(C(=O)c2cn(C)c(=O)c3cc(OC)c(OC)cc23)CC1 | -5.5 | -1.4 | 0.0 | 4.3 | 0.7 | 1.3 | -0.9 | -4.2 | -0.2 | 12.2
CCOC(=O)c1c(C)[nH]c(C(=O)OCCOc2ccc(Cl)cc2)c1C | -7.0 | 20.9 | 0.2 | -3.5 | -4.4 | 5.9 | 1.9 | -1.7 | 1.7 | 9.1
O=C(O)/C=C/C(=O)Nc1ccc(Cl)cc1C(=O)c1ccccc1 | -3.5 | -4.5 | 0.7 | 27.4 | -1.2 | 3.5 | 0.4 | 0.0 | -3.8 | 5.4
COc1cccc(C(=O)NN=C2CCCC2)c1 | -3.4 | 1.0 | -1.6 | 7.7 | -2.8 | -0.9 | -2.3 | 1.4 | -5.7 | -0.6
COc1ccc(C(=O)Oc2cccc(Nc3ncnc4ccccc34)c2)cc1OC | -18.3 | -5.8 | -6.3 | -6.5 | -4.8 | 3.7 | 0.3 | 5.9 | -2.1 | -12.6

Among those listed so far, 2 have a furan ring, fused or not.
SMILES | PKA-R2B activ | CAL PDZ FP-1 | CAL PDZ FP-2 | Rtt109 Vps75 | DAGLB inhibitor | RTF Ca sens inh | C-LANA FP | cardiac RTF act | Keap1 Nrf2 FP | SR-BI uptake up
CCCn1c(C)cc(C(=O)CSc2nc3ccccc3c(=O)n2Cc2ccco2)c1C | -2.4 | / | -1.5 | -11.9 | -1.3 | -12.2 | -1.2 | -7.9 | -5.2 | -8.0
COc1cccc2c1nc(C)c1cc(C)oc12 | -12.5 | -4.1 | -0.4 | 1.7 | -0.3 | 4.0 | -1.1 | 2.3 | -3.7 | 1.4

High-throughput results from PubChem BioAssay.
